# Screens (PubChem)
# Chronic BCR inh: inhibitors of chronic active B-cell receptor signaling | ABC-DLBCL IkBa-CBG/CBR reporter, luminescence ratio, 4 h | Potency, µM (top dose mostly 46.1 µM), for the others: top-dose ratio change, negative = lower green/red ratio, most hits filed as inhibitors | 340,000 compounds, 0.05% hits | AID 493014; active = well fitted inhibition curve with a large enough effect in the signal ratio, with a control signal flat, not every such curve was filed as active; inconclusive = small, poorly fitted or top-dose-only effect, or effect the other way, or a change in a side signal; the % refers to the signal ratio;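 note: potency is the fitted concentration of half-maximal effect; plate controls were basal doxycycline-induced cells for no effect and cells given 10 µM MG132 for full effect; MG132 reads +100%, hits lower the ratio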
#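 Cell line TMD8 (human ABC DLBCL), stably expressing tet-inducible CBG68-IkBa fusion and CBR; IMDM/0.5% FBS; cpd up to 46 uM; dox induction, 4 h, 37C/5% CO2; dual luminescence; green/red ratio; MG132 control.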
# USP2a block: blocks human ubiquitin-specific protease USP2a. O75604. USP2 core, Ub-CHOP2 coupled fluorogenic reporter, 485/531. Potency, µM (doses to about 38.3 µM), for the others: at the highest dose activity change, negative = inhibition, actives largely listed as inhibitors. 330,000 compounds, 0.01% hits. AID 463254;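 note: potency is the fitted concentration of half-maximal effect; plate controls were DMSO wells for no effect and full inhibition by NEM control for full effect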
#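 Cell-free coupled assay: 10nM USP2 core preincubated 30min RT with compound in Tris-HCl pH 8.0/CaCl2/CHAPS buffer, then 25nM Ub-CHOP2 and 25nM reporter substrate; fluorescence (Ex 485/Em 531) read after 60min RT, normalized to NEM inhibition, concentration-response curves fitted.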
# PKM2 act: PKM2 (human) enzyme activation. purified PKM2, Kinase-Glo ATP luminescence, activation; response scale: 0% is enzyme alone, no compound. 260,000 compounds, 0.34% hits. Potency, µM (top dose mostly 57.5 µM), for the others: at the highest dose activation, actives largely listed as activators. P14618; note: potency is the fitted concentration of half-maximal effect; % is set by controls: 0 for no effect and ±100 for the full control effect; nearly all actives have a fitted effect of over 55% in size
#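 hPK-M2, >95% pure; 0.1 mM ADP / 0.5 mM PEP final; imidazole pH7.2 buffer w/ 7 mM MgCl2, 50 mM KCl; 1 h RT; Kinase-Glo lum. Intermediate enzyme activity for dual inhibitor/activator qHTS.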
# ASM inhibitor: blocks human secretory acid sphingomyelinase. P17405. placental ASM, HMU-PC fluorogenic substrate, 60 min. Potency, µM (titrated, usually from 57.5 µM), without a hit: at the top dose activity change, negative = inhibition, hits mostly inhibitors. 340,000 compounds, 0.006% hits. AID 504937; note: potency is the fitted concentration of half-maximal effect
#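 Human placenta-derived ASM preincubated with compound 10 min at room temperature, then reacted with 9 uM (final) fluorogenic HMU-PC substrate for 60 min at 37 C. Stop solution raises pH to 10; fluorescence read at Ex 386/Em 447 nm.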
# hERG WT inh: inhibitors of human wildtype KCNH2 potassium channel; Q12809; U2OS, BacMam KCNH2, thallium flux FluxOr; stronger effect = lower value; activity change, % at 1.84 µM; 340,000 compounds, 0.37% hits; AID 720551;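 active = maximum activity change below -70%; inconclusive = maximum activity change between -70% and -50%; inactive = maximum activity change above -50%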; note: % is set by controls: 0 for no effect and ±100 for the full control effect
# Target sequence (Q12809 whole entry, looked up): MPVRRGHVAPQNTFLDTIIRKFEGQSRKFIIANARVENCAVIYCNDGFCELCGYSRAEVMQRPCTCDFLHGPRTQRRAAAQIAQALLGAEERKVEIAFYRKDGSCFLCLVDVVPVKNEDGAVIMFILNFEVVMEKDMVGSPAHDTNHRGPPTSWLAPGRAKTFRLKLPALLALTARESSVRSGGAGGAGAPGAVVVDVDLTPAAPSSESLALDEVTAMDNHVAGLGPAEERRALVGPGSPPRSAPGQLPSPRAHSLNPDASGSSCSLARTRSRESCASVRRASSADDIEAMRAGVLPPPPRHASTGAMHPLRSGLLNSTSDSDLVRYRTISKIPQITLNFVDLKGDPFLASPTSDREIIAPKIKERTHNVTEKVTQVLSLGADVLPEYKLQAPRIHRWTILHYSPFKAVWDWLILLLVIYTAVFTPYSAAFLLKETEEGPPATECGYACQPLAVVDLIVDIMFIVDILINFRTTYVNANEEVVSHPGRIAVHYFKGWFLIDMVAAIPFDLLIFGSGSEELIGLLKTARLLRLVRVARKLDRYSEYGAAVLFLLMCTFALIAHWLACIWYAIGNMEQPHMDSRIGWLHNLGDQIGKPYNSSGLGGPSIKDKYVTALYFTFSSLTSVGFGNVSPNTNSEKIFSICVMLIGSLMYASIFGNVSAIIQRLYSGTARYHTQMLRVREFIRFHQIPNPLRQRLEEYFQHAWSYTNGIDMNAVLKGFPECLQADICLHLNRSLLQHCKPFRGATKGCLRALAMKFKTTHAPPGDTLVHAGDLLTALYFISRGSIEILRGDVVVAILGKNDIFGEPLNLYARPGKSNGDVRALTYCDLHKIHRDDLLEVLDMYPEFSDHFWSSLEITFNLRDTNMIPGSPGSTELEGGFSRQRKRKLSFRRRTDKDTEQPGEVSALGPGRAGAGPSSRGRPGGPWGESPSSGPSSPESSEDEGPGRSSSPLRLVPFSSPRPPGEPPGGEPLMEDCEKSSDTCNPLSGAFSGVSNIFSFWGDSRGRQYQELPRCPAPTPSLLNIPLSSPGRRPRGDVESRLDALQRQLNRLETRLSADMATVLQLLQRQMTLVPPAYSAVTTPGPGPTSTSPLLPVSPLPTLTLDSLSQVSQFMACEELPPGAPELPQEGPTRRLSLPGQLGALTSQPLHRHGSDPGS
#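 U2OS cells were transduced with wild-type KCNH2 virus (2.03 x 10^8 / mL) for 4 h at room temperature, then cultured overnight at 37 C. Thallium flux was read with FluxOr dye. Rate constants were normalized to DMSO controls.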
# GALK inhibitor: inhibitors of human galactokinase; P51570; Purified GALK, Kinase-Glo residual ATP luminescence; Potency, µM (highest dose often 57.5 µM), for the others: top-dose activity change, negative = inhibition, hits mostly inhibitors; 270,000 compounds, 0.007% hits; note: potency is the fitted concentration of half-maximal effect; % is set by controls: 0 for no effect and ±100 for the full control effect
#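 ATP-depletion format; final 35 uM ATP, 100 uM D-galactose, 5 nM enzyme; pH 8.0 HEPES/Mg2+ buffer; 60 min RT; luminescence read 10 min after detection reagent.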
# TSHR antagonist: antagonists of human thyroid stimulating hormone receptor. TSHR-expressing cells, TSH-stimulated cAMP HTRF, 2 h; stronger effect = lower value. activity change, negative = inhibition, % at 11.5 µM. 330,000 compounds, 0.2% hits;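 active = activity change below a set negative limit, meaning inhibition stronger than a set level, cut at about -70% in these data; inconclusive = activity change between two set negative limits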; note: % is set by controls: 0 for no effect and ±100 for the full control effect
#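 TSHR-expressing cells were treated with compounds, then stimulated with TSH at EC80 (4nM final) for 2 hours at 37 deg C. Cellular cAMP was measured by HTRF competition between lysate cAMP and cAMP-d2 for a cryptate-labelled anti-cAMP antibody.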
# Eya2 phos inh: Eya2 (human) phosphatase inhibition; Potency, µM (highest dose often 76.9 µM), for inactives: top-dose activity, negative = inhibition, hits mostly inhibitors; 330,000 compounds, 0.006% hits; AID 488837; O00167; recombinant Eya2, OMFP fluorescence dephosphorylation (OMFP is methylfluorescein phosphate); note: potency is the fitted concentration of half-maximal effect; % is set by controls: 0 for no effect and ±100 for the full control effect
#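 Eya2 (0.2 uM) preincubated 10 min at ambient with compound, then OMFP substrate added at 50 uM; 10 min reaction in 50 mM HEPES pH 7.5, 50 mM NaCl, 5 uM MgCl2, 0.05% BSA, 1 mM DTT. Fluorescence read at Ex 485/Em 525 nm.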
# Menin-MLL TR inh: displaces Texas Red mutant MLL peptide from human menin. Menin + Texas Red MLL mutant peptide, fluorescence polarization. AID 1768. 270,000 compounds, 0.23% hits. O00255. Potency, µM (doses to about 61.6 µM), for the others: top-dose FP activity change, negative = inhibition, most hits filed as inhibitors; active = well fitted inhibition curve with a large enough effect in the polarisation, with a control signal flat, not every such curve was filed as active; inconclusive = small, poorly fitted or top-dose-only effect, or effect the other way, or a change in a side signal; inactive = no such curve, though single readings can be large or run the other way; the % refers to the polarisation; note: potency is the fitted concentration of half-maximal effect; % of control where 0% means no effect; many of its hits are not listed in these tables
# Mito fusion act: inhibitors of mitochondrial division or activators of mitochondrial fusion | S. cerevisiae fusion-defective mutant growth rescue, CellTiterGlo 48 h | Potency, µM (series often up to 46.1 µM), for the others: at the top dose growth rescue (activation), actives largely listed as activators | 320,000 compounds, 0.23% hits;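 note: potency is the fitted concentration of half-maximal effect; % of control where 0% means no effect; nearly all actives have a fitted effect of over 45% in size; temperature-sensitive fusion mutants such as fzo1-1 at 37 °C on non-fermentable ethanol glycerol medium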
#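 S. cerevisiae fusion-defective temperature-sensitive mutants (e.g. fzo1-1, mgm1-5) grown 48 h at 37C in YPEG (ethanol/glycerol non-fermentable) medium with 23 nl compound per well; growth rescue read as CellTiterGlo luminescence.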
# MBNL1 CUG block: inhibitors of human MBNL1 binding to CUG repeat RNA; Q9NR56; TR-FRET MBNL1-His/biotin-(CUG)12 binding, 665/545 ratio; Potency, µM (doses to about 57.5 µM), for inactives: top-dose activity change, negative = inhibition, actives largely listed as inhibitors; 280,000 compounds, 0.036% hits; AID 2675; active = well fitted inhibition curve with a large enough effect in the signal ratio, with a control signal flat, not every such curve was filed as active; inconclusive = small, poorly fitted or top-dose-only effect, or effect the other way, or a change in a side signal; inactive = no such curve, though single readings can be large or run the other way; the % refers to the signal ratio; note: potency is the fitted concentration of half-maximal effect; % is set by controls: 0 for no effect and ±100 for the full control effect
#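 TR-FRET readout: Ex 340 nm, 665/545 nm emission ratio, normalized to buffer-only (basal) and MBNL1-(CUG)12 controls. Complex of MBNL1-His with Biotin-(CUG)12, compounds 92 nM–58 uM, incubated 60 min at room temperature.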
# Active calls of the source: *; u = inconclusive; x = no result given; [ ] = remark or other dose. Unless noted, calls come from the whole dose curve; as a rule, active = well fitted curve in the direction sought with a large enough effect; inconclusive = small, poorly fitted or top-dose-only effect, or another doubt; inactive = no such curve, though single readings can be large; an effect the other way counts as inactive or inconclusive.
# Start of the data: the first 2 compounds, to show the layout:
Structure	Chronic BCR inh	USP2a block	PKM2 act	ASM inhibitor	hERG WT inh	GALK inhibitor	TSHR antagonist	Eya2 phos inh	Menin-MLL TR inh	Mito fusion act	MBNL1 CUG block
Cc1cc(OCC(=O)OCC(=O)NC2CCCCCC2)ccc1Cl	1%	-3%	x	2%	-20	x	9	7%	x	2%	x
N#Cc1ccc2c(c1)C[C@]1(CCCCN3C(=O)c4ccccc4C3=O)Oc3c(c(=O)oc4ccccc34)C2O1	u	2%[7.66 µM]	9%[11.5 µM]	x	x	x	x	4%[15.4 µM]	u	1%[9.22 µM]	-9%[11.5 µM]

# All compounds of this part, repeating the preview:
Structure	Chronic BCR inh	USP2a block	PKM2 act	ASM inhibitor	hERG WT inh	GALK inhibitor	TSHR antagonist	Eya2 phos inh	Menin-MLL TR inh	Mito fusion act	MBNL1 CUG block
Cc1cc(OCC(=O)OCC(=O)NC2CCCCCC2)ccc1Cl	1%	-3%	x	2%	-20	x	9	7%	x	2%	x
N#Cc1ccc2c(c1)C[C@]1(CCCCN3C(=O)c4ccccc4C3=O)Oc3c(c(=O)oc4ccccc34)C2O1	u	2%[7.66 µM]	9%[11.5 µM]	x	x	x	x	4%[15.4 µM]	u	1%[9.22 µM]	-9%[11.5 µM]
COc1ccc(-n2c(=O)[nH]cc(C(=O)N3CCc4ccccc43)c2=O)cc1	0%	-1%	4%	2%	3	0%	20	-14%	4%	3%	-4%
Cc1ccc(C)c(NC(=O)Cc2csc(-c3ccccc3)n2)c1	-1%	2%	2%	-2%	-5	0%	-1	-1%	-1%	-11%	x
O=C(CN1C(=O)c2ccccc2C1=O)NC1CCCCC1	3%	0%	0%	6%	-10	4%	-3	0%	x	1%	12%
CC(/C=C1\SC(=S)N(NS(=O)(=O)c2ccccc2)C1=O)=C\c1ccccc1	-1%	0%	4%	-26%	3	-7%	11	2%	x	11%	3%
C[C@@H]1CN([C@@H](C)CO)C(=O)c2cc(NC(=O)C3CC3)ccc2O[C@@H]1CN(C)C(=O)NC1CCCCC1	-1%	0%	x	4%	-3	x	3	-6%	x	x	x
O=C(N/N=C\c1ccc(-c2ccc([N+](=O)[O-])cc2)o1)C1COc2ccccc2O1 (stereo not drawn)	0%	-3%	u	-3%	30	2%	-12	11%	u	19%	20%
COc1ccc2cc3cc(C(=O)NCC4COc5ccccc5O4)oc3nc2c1 (stereo not drawn)	-1%	-1%	0%	93%[activator]	17	1%	-7	0%	20%	-1%	u
O=C(CN1CCC(n2nnc3cc(C(F)(F)F)ccc32)CC1)NNC(=O)c1ccco1	-9%	0%	-6%	9%	x	7%	10	2%	2%	-3%	0%
O=C(O)C1CCCN1C(=O)c1cccs1 (stereo not drawn)	0%	0%	4%	1%	32	-1%	1	-3%	-3%	0%	-13%
COc1ccc(NCN2C(=O)C3C4C=CC(C4)C3C2=O)cc1 (stereo not drawn)	2%	1%	-3%	3%	4	1%	9	3%	1%	-3%	8%
[O-]/[N+](=C/c1ccco1)c1ccccc1	u	0%	x	-2%	-35	-3%	-8	-8%	4%	-6%	2%
CCN(CC(=O)NCc1ccncc1)S(=O)(=O)c1ccccc1	3%	3%	-4%	3%	38	0%	-5	0%	0%	1%	-1%
Cc1ccc(-n2c(CCc3nc4ccccc4[nH]3)n[nH]c2=S)cc1	4%	1%	7%	0%	-20	-3%	-24	1%	2%	-4%	1%
COc1ccc(-c2cnc(N)n2CC2CCCO2)cc1 (stereo not drawn)	-11%	-10%	-7%	8%	11	2%	29	-13%	-9%	-8%	u
Oc1ccc(CCNc2c3ccccc3nc3ccccc23)cc1O	u	-4%	17%	200%[activator]	-4	5%	-22	0%	-7%	2%	u
O=C(Nc1ccccc1)OCCNC(=O)c1cccc(Br)c1	5%	2%	x	-6%	3	-3%	25	3%	15%	-7%	-2%
C=CC(COCc1ccccc1)N(Cc1ccccc1)S(=O)(=O)c1ccccc1Br (stereo not drawn)	6%	0%	3%	0%	-8	-1%	-14	-9%	u	-47%[inhibitor]	-4%
COc1ccc(-c2cc(C#N)nc(N3CCNCC3)n2)cc1	-6%	-8%	1%	10%	5	0%	-3	-12%	10%	-1%	10%
CCOc1ccc(NC(=O)COC(=O)CSCC(=O)Nc2ccc(C)cc2C)cc1	u	-2%	x	0%	-6	x	2	-16%	x	3%	x
COc1ccc(C(=O)OCC(=O)N2CCOCC2)cc1S(=O)(=O)N1CCOCC1	-4%	1%	x	0%	-12	x	19	-5%	x	-1%	x
O=C(O)CCCCCN=Cc1c(O)c2ccccc2oc1=O	x	0%	-1%	1%	6	-3%	-3	11%	-2%	-6%	-7%
NNC(=O)C1=NOC(CNc2ncc(C(F)(F)F)cc2Cl)C1 (stereo not drawn)	11%	1%	-2%	1%	-7	0%	13	5%	-15%	-7%	3%
COc1cc(C(=O)NC2CCCNC2)cc(OC)c1OC (stereo not drawn)	u	3%	1%	x	x	1%	3	-4%	10%	0%	-4%
Cc1cc(C)cc(NC(=O)CCNS(=O)(=O)c2cc(Br)cnc2N)c1	3%	3%	x	-4%	6	-4%	-20	-7%	x	5%	7%
O=C(N/N=C/c1ccccc1Cl)c1cccc(F)c1	u	-1%	-8%	2%	-13	1%	-7	4%	12%	-4%	-1%
CCCC(=O)Nc1ccc(C(=O)Nc2nnc(COC)s2)cc1	-5%	1%	-4%	1%	-18	2%	-5	7%	-29%	-1%	-5%
Cc1cccc(N(C)C(=O)CCS(=O)(=O)c2cc3c(cc2Cl)NC(=O)CO3)c1	1%	2%	2%	-3%	3	x	-1	u	3%	-5%	1%
COc1ccc(NCc2nnc(SCC(=O)Nc3nc(-c4ccccc4)cs3)n2-c2ccccc2)cc1	4%	-1%	-1%	0%	5	-4%	-9	-2%	19%	0%	-10%

# Continuation:
Structure	Chronic BCR inh	USP2a block	PKM2 act	ASM inhibitor	hERG WT inh	GALK inhibitor	TSHR antagonist	Eya2 phos inh	Menin-MLL TR inh	Mito fusion act	MBNL1 CUG block
COc1ccc(NC(=O)CN(C)C(=O)c2ccc(NS(=O)(=O)c3ccc(C)c([N+](=O)[O-])c3)cc2)cc1	u	-2%	x	-7%	-28	x	8	13%	x	-6%	x
COc1ccc2[nH]c(C(=O)O)c(NS(=O)(=O)c3ccc(OC)c(OC)c3)c2c1	6%	-2%	-5%	7%	-9	0%	-6	20%	u	-3%	7%
O=C(CCCCCNc1nc(=S)[nH]c2ccccc12)NCCc1ccc(Cl)cc1	-6%	-8%	-31%	-2%	-5	13%	6	-14%	u	0%	0%
Cc1[nH]n(-c2ccccc2)c(=O)c1N=Nc1ccccc1O	u	8%	2%	-17%	-10	2%	-16	2%	u	-1%	7%
Cn1c(-c2ccc(F)cc2)cnc1SCC(=O)Nc1ccccc1	u	1%	-9%	-1%	0	5%	0	-7%	-13%	7%	-4%
COc1ccc(C(CC(=O)O)NC(=O)OC(C)(C)C)cc1 (stereo not drawn)	u	2%	6%	3%	-4	-1%	3	-19%	-1%	-2%	4%
COC(=O)c1ccc(CSc2nnc(NC(=O)C3CC(=O)N(Cc4ccc(C)cc4)C3)s2)cc1 (stereo not drawn)	u	1%	5%	u	-7	1%	-11	-2%	-8%	-3%	-25%
Cc1ccc(NC(=O)c2cc(C)nn2-c2ccccc2)cc1	-23%	1%	-2%	-14%	36	0%	12	-23%	-2%	0%	-3%

# A portion of the library. The share of hits here may be higher or lower than overall.
